Vif-A3G inh = Vif-A3G binding inhibition; Q9HC16; HeLa A3G-eYFP + Vif (tagged APOBEC3G with the HIV-1 protein that degrades it), YFP fluorescence, overnight; Potency, µM (highest dose often 46.1 µM), inactives show at the top dose activity, negative = active, actives largely listed as inhibitors; 410,000 compounds, 0.076% hits; AID 602310;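 also: potency is read from the fitted curve at half-maximal effect; % is scaled to controls: 0 for no effect and ±100 for the full control effect; nearly all actives have a fitted effect of over 60% in size; hits raise eYFP signal because A3G escapes Vif-driven loss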
Target sequence (Q9HC16 whole entry, looked up): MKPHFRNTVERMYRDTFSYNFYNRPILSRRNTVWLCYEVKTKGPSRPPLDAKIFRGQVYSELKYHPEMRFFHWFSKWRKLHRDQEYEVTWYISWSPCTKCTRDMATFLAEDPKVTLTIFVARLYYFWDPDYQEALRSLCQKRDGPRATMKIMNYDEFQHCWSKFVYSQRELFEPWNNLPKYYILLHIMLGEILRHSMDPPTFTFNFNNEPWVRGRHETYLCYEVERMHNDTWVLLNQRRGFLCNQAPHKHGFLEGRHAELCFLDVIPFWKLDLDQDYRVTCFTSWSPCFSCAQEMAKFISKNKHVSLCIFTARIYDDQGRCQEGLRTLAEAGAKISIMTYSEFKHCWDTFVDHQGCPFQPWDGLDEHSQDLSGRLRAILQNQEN
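Read-out is eYFP fluorescence (Ex 488/Em 500-530) from Vif-expressing HeLa A3G-eYFP cells; more signal means A3G escaped Vif-mediated degradation. Cells plated overnight, compound pinned in, incubated overnight at 37 deg C.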
D1 agonist = agonists of human D1 dopamine receptor | P21728 | HEK293 T-REx D1 cells, calcium flux, agonist mode | activation, % at 2 µM | 360,000 compounds, 1% hits; in the data active = activation above about 30%; also: 0% is about no effect
Target sequence (P21728 whole entry, looked up): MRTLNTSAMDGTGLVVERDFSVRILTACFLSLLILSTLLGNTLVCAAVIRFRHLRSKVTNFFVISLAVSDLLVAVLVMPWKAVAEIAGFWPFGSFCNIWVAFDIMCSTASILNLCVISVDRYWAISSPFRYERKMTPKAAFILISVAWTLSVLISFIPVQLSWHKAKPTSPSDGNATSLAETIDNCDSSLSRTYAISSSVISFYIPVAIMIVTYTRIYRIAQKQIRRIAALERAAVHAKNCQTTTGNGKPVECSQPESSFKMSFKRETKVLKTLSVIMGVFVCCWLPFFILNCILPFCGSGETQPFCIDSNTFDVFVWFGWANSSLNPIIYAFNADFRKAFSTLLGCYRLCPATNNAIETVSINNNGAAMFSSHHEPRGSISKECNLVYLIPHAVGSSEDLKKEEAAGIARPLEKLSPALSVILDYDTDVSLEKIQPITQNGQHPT
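Inducible HEK293 T-REx D1 cells, force-coupled to calcium signalling, were plated at 4000 cells/well with tetracycline and held overnight at 30 C. After no-wash calcium dye loading, compound-evoked calcium rise over 180 s flagged agonists.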
Glioma ERSR ind = inducers of ER stress response in human glioma cells. U87-MG GRP78 promoter luciferase reporter, 16 h. 420,000 compounds, 0.02% hits. Potency, µM, without a hit: top-dose activation, actives largely listed as activators; also: potency is read from the fitted curve at half-maximal effect; series mostly up to about 76 µM; % of control where 0% means no effect; nearly all actives have a fitted effect of over 35% in size
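Stably transfected U87-MG human glioma cells carrying a GRP78-based luminescent sensor were seeded at 1000 cells/well, pin-dosed with compounds and incubated 16 h. Luciferase reagent was then added, and end-point luminescence was read after 10 min at room temperature.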
RXFP1 agonist = agonists of human relaxin receptor RXFP1; 370,000 compounds, 0.3% hits; Q9HBX9; Potency, µM (titrated, usually from 57.5 µM), inactives show at the top dose activation, hits mostly activators; HEK293T-RXFP1 cAMP TR-FRET, 30 min; response scale: percent of porcine relaxin response, buffer zero; also: potency is read from the fitted curve at half-maximal effect; % is scaled to controls: 0 for no effect and ±100 for the full control effect; nearly all actives have a fitted effect of over 60% in size; many of its hits are not listed in these tables
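HEK293 cells stably expressing RXFP1, treated 30 min at 37C with compounds plus PDE4 inhibitor Ro 20174; cAMP measured by HTRF TR-FRET. Normalized to buffer and 29 nM porcine relaxin; EC50 by Hill fit.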
Vif-A3F inh = blocks the Vif interaction with APOBEC3F. HeLa A3F-eYFP + Vif (tagged APOBEC3F with the HIV-1 protein that degrades it), YFP fluorescence increase. Potency, µM (series often up to 46.1 µM), for inactives: at the highest dose activity, negative = active. 390,000 compounds, 0.2% hits; also: potency is read from the fitted curve at half-maximal effect; % of control where 0% means no effect; nearly all actives have a fitted effect of over 65% in size
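Fluorescence increase (Ex 488/Em 500-530) after overnight compound treatment at 37 deg C flags inhibition of Vif-driven A3F-eYFP loss in stable HeLa A3F-eYFP/Vif cells seeded overnight beforehand.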
D1 antagonist = human D1 dopamine receptor antagonism. 360,000 compounds, 3.2% hits. HEK293 TREx D1 cells, calcium flux, dopamine EC80; active compounds read low. P21728. activity change, negative = inhibition, % at 10 µM. AID 504652; in the data active = activity change below about -30%; also: % is scaled to controls: 0 for no effect and ±100 for the full control effect
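Using tetracycline-induced force-coupled D1 Hek293 cells and a calcium dye, signals were followed for 180 s after compound, then for 180 s after EC80 dopamine, to detect inhibitors.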
D1 potentiator = potentiators of human D1 dopamine receptor; potentiation, % at 10 µM; P21728; 360,000 compounds, 0.036% hits; AID 504651; HEK293 TREx D1 cells, calcium flux, dopamine EC20 potentiation; in the data active = potentiation above about 30%; also: 0% is about no effect
D2 potentiator = positively modulates the human D2 dopamine receptor allosterically; P14416; HEK293 T-REx D2, calcium flux, EC20 dopamine potentiation; potentiation, % at 10 µM; 340,000 compounds, 0.34% hits; AID 485347;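 active = potentiation over 3 SD above the plate norm, cut at about 30% in these data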; also: 0% is about no effect
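Potentiation of an EC20 dopamine calcium response is measured in a force-coupled, tetracycline-inducible Hek293 Trex D2 line. Compound-only kinetic reads over 180 s flag agonists before dopamine addition.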
RXFP1 antag = RXFP1 (human) relaxin receptor antagonism | HEK293-RXFP1, relaxin-stimulated cAMP HTRF, 30 min; active compounds read low | activity change, negative = inhibition, % at 57.5 µM | 350,000 compounds, 0.59% hits;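 active = activity change of -60% or lower, but not beyond a set lower limit; inconclusive = change between -60% and -40%, or beyond the set limit; inactive = change above -40%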; also: % is scaled to controls: 0 for no effect and ±100 for the full control effect
The depositor's hits bear a star. Unless noted, calls follow the shape of the dose curve; as a rule, active = well fitted curve in the direction sought with a large enough effect; inconclusive = small, poorly fitted or top-dose-only effect, or another doubt; inactive = no such curve, though single readings can be large; an effect the other way counts as inactive or inconclusive.

For CCC(C)[C@H]1CNC(=S)N1CCc1cc(C(F)(F)F)cc(C(F)(F)F)c1 (stereo partly drawn) the results were Vif-A3G inh -1%, D1 agonist -5, Glioma ERSR ind 12%, RXFP1 agonist -0.3%, Vif-A3F inh -12%, D1 antagonist -7, D1 potentiator -4 and D2 potentiator 2.
`Cc1c(/C=N\NC(=O)c2c[nH]c3ccccc23)cnn1C` gave Vif-A3G inh -15%, D1 agonist 3, Glioma ERSR ind 2%, RXFP1 agonist -0.8%, Vif-A3F inh 2%, D1 antagonist 0, D1 potentiator 1, D2 potentiator 4 and RXFP1 antag 0.
`CS(=O)(=O)N1CCC(C(=O)NCC2CCCO2)CC1` (stereo not drawn) gave Vif-A3G inh 2%, D1 agonist 3, Glioma ERSR ind -3%, RXFP1 agonist 0.5%, Vif-A3F inh -2%, D1 antagonist 15, D1 potentiator -8, D2 potentiator -17 and RXFP1 antag -18.
`COc1ccc(NC(=O)COC(=O)c2ccc(S(=O)(=O)N3CC(C)CC(C)C3)cc2)cc1OC` (stereo not drawn) gave Vif-A3G inh 1%, Glioma ERSR ind 1%, Vif-A3F inh 0% and RXFP1 antag 2.
O=C(Nc1cccc(F)c1)c1cccc(S(=O)(=O)N2CCOCC2)c1 was read as Vif-A3G inh -2%, D1 agonist 4, Glioma ERSR ind 0%, RXFP1 agonist 0.6%, Vif-A3F inh -1%, D1 antagonist 7, D1 potentiator -5, D2 potentiator 0 and RXFP1 antag -13.
Screening O=C(CC(c1cccs1)N1Cc2ccccc2C1=O)Nc1ccccc1 (stereo not drawn) returned Vif-A3G inh -1%, D1 agonist 0, Glioma ERSR ind -2%, RXFP1 agonist -1.2%, Vif-A3F inh 0%, D1 antagonist 6, D1 potentiator -2 and D2 potentiator 1.
`Cc1ccc(/C=N/NC(=O)Cn2nnc(N)n2)cc1` gave Vif-A3G inh -6%, D1 agonist 1, Glioma ERSR ind 3%, RXFP1 agonist 0.0%, Vif-A3F inh 2%, D1 antagonist -74*, D1 potentiator -8, D2 potentiator -4 and RXFP1 antag 0.
CCN(CC)N=Nc1ccc(C(=O)O)cc1 was read as Vif-A3G inh 0%, D1 agonist 1, Glioma ERSR ind -1%, RXFP1 agonist 0.6%, Vif-A3F inh 1%, D1 antagonist -9, D1 potentiator 1, D2 potentiator 9 and RXFP1 antag -5.
COc1ccc(Nc2nc(C)cc(=O)[nH]2)c(OC)c1 was read as Vif-A3G inh -5%, D1 agonist 1, Glioma ERSR ind -3%, RXFP1 agonist -1.2%, Vif-A3F inh -2%, D1 antagonist 9, D1 potentiator -3, D2 potentiator -10 and RXFP1 antag -7.
`COc1ccc(C2/C(=C(\O)c3ccc4c(c3)OCCO4)C(=O)C(=O)N2Cc2cccnc2)cc1` (stereo not drawn) gave Vif-A3G inh -8%, D1 agonist 7, Glioma ERSR ind -3%, RXFP1 agonist inconclusive, Vif-A3F inh 3%, D1 antagonist 1, D1 potentiator 0, D2 potentiator 20 and RXFP1 antag 3.

4 structures already listed, ordered by count of non-hydrogen atoms, ascending.
COc1ccc(Nc2nc(C)cc(=O)[nH]2)c(OC)c1 was read as Vif-A3G inh -5%, D1 agonist 1, Glioma ERSR ind -3%, RXFP1 agonist -1.2%, Vif-A3F inh -2%, D1 antagonist 9, D1 potentiator -3, D2 potentiator -10 and RXFP1 antag -7.
`Cc1c(/C=N\NC(=O)c2c[nH]c3ccccc23)cnn1C` gave Vif-A3G inh -15%, D1 agonist 3, Glioma ERSR ind 2%, RXFP1 agonist -0.8%, Vif-A3F inh 2%, D1 antagonist 0, D1 potentiator 1, D2 potentiator 4 and RXFP1 antag 0.
For CCC(C)[C@H]1CNC(=S)N1CCc1cc(C(F)(F)F)cc(C(F)(F)F)c1 (stereo partly drawn) the results were Vif-A3G inh -1%, D1 agonist -5, Glioma ERSR ind 12%, RXFP1 agonist -0.3%, Vif-A3F inh -12%, D1 antagonist -7, D1 potentiator -4 and D2 potentiator 2.
`COc1ccc(NC(=O)COC(=O)c2ccc(S(=O)(=O)N3CC(C)CC(C)C3)cc2)cc1OC` (stereo not drawn) gave Vif-A3G inh 1%, Glioma ERSR ind 1%, Vif-A3F inh 0% and RXFP1 antag 2.

(more compounds)
`COC(=O)c1ccc(Oc2coc3cc(OCc4ccc([N+](=O)[O-])cc4)ccc3c2=O)cc1` gave Vif-A3G inh -2%, D1 agonist 2, Glioma ERSR ind -2%, RXFP1 agonist 1.0%, Vif-A3F inh -8%, D1 antagonist 1, D1 potentiator -8, D2 potentiator 2 and RXFP1 antag 7.
`O=C(Nc1ccc2c(c1)CCC2)c1cnc(Cl)c(Cl)c1` gave Vif-A3G inh -1%, D1 agonist 5, Glioma ERSR ind 3%, RXFP1 agonist -0.5%, Vif-A3F inh 2%, D1 antagonist 1, D1 potentiator -2, D2 potentiator -12 and RXFP1 antag inconclusive.
For CC(CCc1ccccc1)NC(=O)C1CCN(S(=O)(=O)c2ccc(F)cc2)CC1 (stereo not drawn) the results were Vif-A3G inh -1%, D1 agonist 9, Glioma ERSR ind -2%, RXFP1 agonist -3.0%, Vif-A3F inh -4%, D1 antagonist -3, D1 potentiator -6, D2 potentiator -5 and RXFP1 antag -3.
For CC(NC(=O)COc1cccnc1[N+](=O)[O-])c1ccc(F)cc1 (stereo not drawn) the results were Vif-A3G inh 3%, D1 agonist -2, Glioma ERSR ind -3%, RXFP1 agonist 3.5%, Vif-A3F inh -8%, D1 antagonist 6, D1 potentiator -1, D2 potentiator 34* and RXFP1 antag -21.
CCS(=O)(=O)NCC(c1cccnc1)N1CCN(c2ccccc2F)CC1 (stereo not drawn) was read as Vif-A3G inh 6%, D1 agonist 0, Glioma ERSR ind -2%, RXFP1 agonist 1.0%, Vif-A3F inh 5%, D1 antagonist -6, D1 potentiator 0, D2 potentiator 7 and RXFP1 antag -11.
CC(C)CNCC1OCc2ccccc2CO1 was read as Vif-A3G inh 0%, D1 agonist 1, Glioma ERSR ind 1%, RXFP1 agonist 0.3%, Vif-A3F inh -1%, D1 antagonist 7, D1 potentiator 2 and RXFP1 antag 2.
Cc1c(C=O)c2ccccn2c1C(=O)c1ccc(F)cc1 was read as Vif-A3G inh 6%, D1 agonist 0, Glioma ERSR ind -3%, RXFP1 agonist 4.8%, Vif-A3F inh -3%, D1 antagonist -13, D1 potentiator -8, D2 potentiator 11 and RXFP1 antag -7.
For C/C(=N/NC(=O)c1sc(=S)n(C)c1C)c1ccccc1 the results were Vif-A3G inh -1%, D1 agonist 4, Glioma ERSR ind -1%, RXFP1 agonist 12%, Vif-A3F inh -21%, D1 antagonist -27, D1 potentiator -2, D2 potentiator 8 and RXFP1 antag -3.
CCCc1nc2ccccc2c(=O)n1CCc1ccccc1 was read as Vif-A3G inh -9%, D1 agonist 2, Glioma ERSR ind -2%, RXFP1 agonist -2.3%, Vif-A3F inh -12%, D1 antagonist 7, D1 potentiator 4, D2 potentiator -2 and RXFP1 antag -9.
For COc1cc(CNC(=O)C2CC(O)CN2C(=O)Nc2ccccc2)cc(OC)c1OC (stereo not drawn) the results were Vif-A3G inh 3%, Glioma ERSR ind -4%, Vif-A3F inh -6% and RXFP1 antag -2.
For CCc1cc(=O)oc2c3c(cc(OCC(=O)Nc4cccnc4)c12)OC(C)(C)CC3 the results were Vif-A3G inh -1%, D1 agonist 0, Glioma ERSR ind 5%, RXFP1 agonist 4.5%, Vif-A3F inh 8%, D1 antagonist -18, D1 potentiator -6 and D2 potentiator 5.
For Cc1cccc(-n2nc3c(c2NC(=O)CCC2CCCCC2)CS(=O)C3)c1C (stereo not drawn) the results were Vif-A3G inh 1%, D1 agonist 0, Glioma ERSR ind -5%, RXFP1 agonist -3.7%, Vif-A3F inh 1%, D1 antagonist 0, D1 potentiator 0 and D2 potentiator 0.
For COc1cc(/C=N/NC(=S)N/N=C/c2cc(OC)c(OC)c(OC)c2)cc(OC)c1OC the results were Vif-A3G inh -5%, D1 agonist 3, Glioma ERSR ind 1%, RXFP1 agonist 1.6%, Vif-A3F inh 0%, D1 antagonist -11, D1 potentiator -5 and RXFP1 antag 9.
CCN(CC)C(=O)c1sc(NC(=O)c2ccc(C)c([N+](=O)[O-])c2)c(C#N)c1C was read as Vif-A3G inh -6%, D1 agonist 15, Glioma ERSR ind 2%, RXFP1 agonist 4.1%, Vif-A3F inh -3%, D1 antagonist -19, D1 potentiator -1, D2 potentiator 10 and RXFP1 antag 0.
For Nc1c(N(Cc2ccco2)C(=O)c2ccc(Cl)cc2)c(=O)[nH]c(=O)n1Cc1ccccc1 the results were Vif-A3G inh 0%, D1 agonist 0, Glioma ERSR ind -1%, RXFP1 agonist -0.1%, Vif-A3F inh -3%, D1 antagonist 11, D1 potentiator -4, D2 potentiator -13 and RXFP1 antag -7.
For CCc1c(C(C)S(=O)(=O)c2ccc(C)cc2)[nH]c(=O)n1-c1ccc(OC(F)(F)F)cc1 (stereo not drawn) the results were Vif-A3G inh 4%, D1 agonist -2, Glioma ERSR ind -2%, RXFP1 agonist -0.5%, Vif-A3F inh 3%, D1 antagonist -10, D1 potentiator 2, D2 potentiator 13 and RXFP1 antag -2.
For COc1ccc(OCCOC(=O)CNC(=O)c2ccc(F)cc2)cc1 the results were Vif-A3G inh -3%, Glioma ERSR ind -2%, Vif-A3F inh 3% and RXFP1 antag -1.
Screening O=[N+]([O-])c1ccc(N2CCCC2)cc1NC(c1ccccc1)c1ccccc1 returned Vif-A3G inh -3%, D1 agonist 4, Glioma ERSR ind -3%, RXFP1 agonist 2.7%, Vif-A3F inh -1%, D1 antagonist -4, D1 potentiator 3, D2 potentiator 1 and RXFP1 antag -7.
COc1ccccc1-c1cc(=O)c2c(O)ccc([N+](=O)[O-])c2o1 was read as Vif-A3G inh 3%, D1 agonist 1, Glioma ERSR ind -1%, RXFP1 agonist 0.0%, Vif-A3F inh -1%, D1 antagonist -5, D1 potentiator -8 and D2 potentiator -2.

Assay outcomes (PubChem BioAssay)

The list is partial, so the mix of outcomes need not match the whole.
